High-throughput results as filed in PubChem BioAssay.
EPAC1 antagonist: qHTS for Antagonist of cAMP-regulated guanine nucleotide exchange factor 3 (EPAC1): primary screen | AID 720709, 2013 | Rap guanine nucleotide exchange factor 3 (Homo sapiens), O95398 | 360,000 compounds, 0.14% hits | EPAC1 GEF assay, Rap1b-BODIPY-GDP exchange fluorescence | Potency, µM (top dose mostly 115 µM), for the others: top-dose activity change, negative = inhibition, most hits filed as inhibitors;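 note: plate controls were vehicle for no effect and positive control for full effect; nearly all actives have a fitted effect of over 50% in size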
aSyn yeast inh: qHTS of alpha-syn Inhibitors; Yeast expressing alpha-synuclein, growth rescue, BacTiter-Glo, 24 h; 370,000 compounds, 0.14% hits; Potency, µM (titrated, usually from 46.1 µM), inactives show top-dose growth rescue (activation), usual class: activators; note: % of control where 0% means no effect; nearly all actives have a fitted effect of over 65% in size
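Galactose-induced alpha-syn yeast (OD600=0.02, raffinose-pregrown) + pinned cpd, 24 hr, 30 deg C; growth by BacTiter-Glo luminescence. Growth restoration scores as activation.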
PTHR1 agonist: qHTS for PTHR1 Agonists: Primary Screen; Parathyroid hormone/parathyroid hormone-related peptide receptor (Homo sapiens), Q03431; HEK293 GP2 PTHR1 cells, GloSensor cAMP luminescence, 1 h; Potency, µM (highest dose often 115 µM), for the others: at the highest dose activation, actives largely listed as activators; 410,000 compounds, 0.075% hits; note: nearly all actives have a fitted effect of over 55% in size; some results filed as inactive show a strong effect at the top dose; inactives centre near -15; many of its hits are not listed in these tables
Target sequence (Q03431 whole entry, looked up): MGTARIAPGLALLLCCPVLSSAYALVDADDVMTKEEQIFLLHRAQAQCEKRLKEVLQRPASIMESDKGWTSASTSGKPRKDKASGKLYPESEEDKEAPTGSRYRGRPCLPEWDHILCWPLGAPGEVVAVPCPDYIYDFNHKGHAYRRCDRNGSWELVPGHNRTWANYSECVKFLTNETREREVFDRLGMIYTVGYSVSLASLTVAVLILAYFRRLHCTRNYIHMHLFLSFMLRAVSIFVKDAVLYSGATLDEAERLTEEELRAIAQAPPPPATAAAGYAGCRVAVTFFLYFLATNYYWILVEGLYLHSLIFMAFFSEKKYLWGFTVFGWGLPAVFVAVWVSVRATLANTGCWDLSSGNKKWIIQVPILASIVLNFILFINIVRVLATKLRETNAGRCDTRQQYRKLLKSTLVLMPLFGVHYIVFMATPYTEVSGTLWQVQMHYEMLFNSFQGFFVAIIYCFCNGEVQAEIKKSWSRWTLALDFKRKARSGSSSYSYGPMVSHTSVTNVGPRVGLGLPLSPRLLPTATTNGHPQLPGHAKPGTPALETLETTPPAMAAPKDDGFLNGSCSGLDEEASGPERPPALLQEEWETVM
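HEK-293-derived GP2 cells expressing PTHR1 and a GloSensor cAMP reporter, 3,000/well, plated overnight, given luciferin plus IBMX (each 0.5 mM as added) for 1 h at 37 °C, then compound for 1 h at 37 °C. Luminescence was read after 15 min at room temperature.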
TDP-43 yeast inh: qHTS of TDP-43 Inhibitors; TDP-43 expressing yeast growth rescue, BacTiter-Glo, 24 h; Potency, µM (doses to about 46.1 µM), inactives show at the top dose growth rescue (activation), most hits filed as activators; 410,000 compounds, 1.8% hits; AID 652104, 2013; note: % of control where 0% means no effect; nearly all actives have a fitted effect of over 50% in size
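Cell-based yeast growth screen: TDP-43 expression induced in galactose, inoculum OD600=0.02 after raffinose pregrowth to mid-log. Read-out BacTiter-Glo luminescence at 24 hr, 30 deg C; inhibition of toxicity seen as signal increase.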
FUS yeast rescue: qHTS for Suppressors of FUS Proteinopathy: Primary screen using FUS-linked yeast assay. S. cerevisiae FUS-expressing, growth rescue, OD600, 24 h. Potency, µM (doses to about 76.6 µM), without a hit: top-dose growth rescue (activation), most hits filed as activators. 390,000 compounds, 0.24% hits. AID 1347120, 2019;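 note: plate controls were DMSO vehicle for no effect and reference control for full effect; nearly all actives have a fitted effect of over 55% in size; some results filed as inactive show a strong effect at the top dose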
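Restored growth of FUS-toxic S. cerevisiae, read as 600 nm absorbance after 24 h at 30C in galactose medium (starting OD 0.005). Controls CP55940 and DMSO.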
EPAC1 agonist: qHTS for Agonist of cAMP-regulated guanine nucleotide exchange factor 3 (EPAC1): primary screen; Rap guanine nucleotide exchange factor 3 (Homo sapiens), O95398; EPAC1 agonist qHTS, biochemical assay; response scale: 100% = response to 6.5 mM cAMP; Potency, µM (highest dose often 154 µM), for the others: at the top dose activation, hits mostly activators; 360,000 compounds, 0.073% hits; AID 720707, 2013; note: nearly all actives have a fitted effect of over 60% in size
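Compounds were pinned as a concentration titration into mixtures of EPAC1 (100 nM), BODIPY-GDP-loaded Rap1B (250 nM) and GDP (50 uM). After 5 min at room temperature, fluorescence was followed for 30 min; activity was scaled to 6.5 mM cAMP.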
EPAC2 antagonist: qHTS for Antagonist of cAMP-regulated guanine nucleotide exchange factor 2 (EPAC2): primary screen | Rap guanine nucleotide exchange factor 4 (Homo sapiens), Q8WZA2 | EPAC2 GEF exchange of Rap1B-BODIPY-GDP, fluorescence | 360,000 compounds, 0.18% hits | Potency, µM (titrated, usually from 114 µM), for the others: at the highest dose activity, negative = inhibition, usual class: inhibitors | AID 720708, 2013; note: % is set by controls: 0 for no effect and ±100 for the full control effect; nearly all actives have a fitted effect of over 45% in size; many of its hits are not listed in these tables
EPAC2 agonist: qHTS for Agonist of cAMP-regulated guanine nucleotide exchange factor 4 (EPAC2): primary screen | Rap guanine nucleotide exchange factor 4 (Homo sapiens), Q8WZA2 | EPAC2 activation, biochemical qHTS; response scale: 100% = 6.5 mM cAMP response | Potency, µM (highest dose often 154 µM), for the others: at the top dose activation, hits mostly activators | 360,000 compounds, 0.079% hits; note: nearly all actives have a fitted effect of over 50% in size
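Each well held 100 nM EPAC2, 250 nM RAP1B-BODIPY-GDP and 50 uM GDP. Fluorescence, read at 5-min intervals to 30 min, was referenced to a 6.5 mM cAMP positive control.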
The depositor's hits bear a star; i = inactive; ? = inconclusive; / = not tested or not shown; & = joins results of further samples; [ ] = remark or other dose. Calls come from the whole dose curve; as a rule, active = well fitted curve in the direction sought with a large enough effect; inconclusive = small, poorly fitted or top-dose-only effect, or another doubt; inactive = no such curve, though single readings can be large; an effect the other way counts as inactive or inconclusive. Potency is the fitted concentration of half-maximal effect.

SMILES | EPAC1 antagonist | aSyn yeast inh | PTHR1 agonist | TDP-43 yeast inh | FUS yeast rescue | EPAC1 agonist | EPAC2 antagonist | EPAC2 agonist
Cc1ccc(C(=O)Nc2nc(-c3ccco3)c(-c3ccco3)s2)o1 | -17% | -2% | -17% | -91%[inhibitor] | 34% | 11% | -2% | 14%
COc1ccc(CCNC(=O)C2CCCN(Cc3nc(-c4ccccc4C)oc3C)C2)cc1OC (configuration not stated) | 1% | 3% | -36%[inhibitor] | 17% | 1% | -5% | 5% | 0%
COc1ccc(OC)c(NC(=O)c2cc3c(=O)n4ccccc4nc3n2C)c1 | -7% | 1% | -17% | / | 2% | 5% | 7% | 4%
Cn1c(=O)n(CC(=O)O)c(=O)c2c1nc1n2CCCN1CCc1ccccc1 | -2% | 1% | i | -32%[inhibitor] | -12% | 8% | 3% | 4%
C=CCn1c(=N)n(CC(=O)OCC)c2ccccc21 | 5% | -1% | i | 3% | / | -3% | 7% | 2%
CCOc1ccc(C(=O)Nc2nccs2)cc1[N+](=O)[O-] | -11% | 0% | i | -1% | -5% | 4% | 10% | 6%
O=C(O)CCC(=O)N1N=C(c2ccccc2)CC1c1ccc2nccnc2c1 (configuration not stated) | -16% | 3% | -22% | 12% | / | -4% | 8% | -2%
COc1ccc(C(=O)Nc2ccc(-c3ccc(C)o3)cc2)cc1S(=O)(=O)N1CCOCC1 | ? | -4% | -94%[inhibitor] | -4% | ? | 11% | -19% | 14%
COC(=O)Cn1c(=O)c2c(nc3n2CC(C)CN3CCc2ccccc2)n(C)c1=O (configuration not stated) | -2% | 11% | 0% | 2% | -5% | -5% | 7% | 6%
Cc1ccccc1Nc1cc(C(=O)NCc2ccco2)c2ccccc2n1 | 4% | -8% | i | 0% | / | 10% | 1% | 8%
C[C@]12c3[nH]c4ccc(Cl)cc4c3CCN1C(=O)[C@@H](CC(=O)NCc1cccc(C(F)(F)F)c1)C[C@@H]2C(=O)N1CCOCC1 | -23% | 1% | -37%[inhibitor] | 18% | ? | -12% | -9% | 6%
COc1cc(/C=C/C(=O)OCC(=O)c2ccc[nH]2)cc(OC)c1OC | 6% | ? | i | 15% | / | -9% | 16% | -4%
Cc1ccc(-n2c(COc3ccccc3)nnc2SCC(=O)O)cc1 | 7% | 2% | i | 26% | -8% | 15% | -11% | 2%
CCOC(=O)Cc1ccc(Nc2nc(NCc3ccccc3)nc3ccsc23)cc1 | -21% | -17% | -50%[inhibitor] | 22% | 19% | 9% | -10% | 22%
CCCCCCSc1ccc([C@H]2N[C@@](CC(C)C)(C(=O)OC)[C@H]3C(=O)N(CC)C(=O)[C@@H]23)cc1 | -11% | 3% | i | -22% | -13% | 12% | -15% | -1%
COC(=O)CNC(=O)CSc1nnc(C)c(=O)[nH]1 | 3% | 0% | -16% | 2% | -31% | 6% | 9% | -3%
C[C@@H]1CC[C@]2(O[C@@H](CCO)C[C@@H](O)[C@@H]2O)O1 | -4% | 3% | -14% | 5% | -27% | 0% | 29% | 9%
Nc1c(C(=O)Nc2cccc(Cl)c2Cl)sc2nc(-c3cccnc3)ccc12 | -8% | -1% | -17% | -12% | / | -2% | -11% | 7%
Cc1ccc(C)c(N2CCN(CCCNC(=O)Cn3c(=O)c4cccn4c4cccnc43)CC2)c1 | -15% | -1% | i | -9% | 24% | -11% | 3% | -10%
NC(=O)c1c(NC(=O)Cn2nc(C(=O)O)c3ccccc3c2=O)sc2c1CCC2 | 3% | -2% | -10% | -11% | 28% | 9% | 7% | 5%
CCCCN(C)CCNC(=O)c1nn(-c2ccc(OC)cc2)c(=O)c2c1c1ccccc1n2C | -5% | -3% | i | -9%&4% | 6%&19% | 7% | -3%[57.1 µM] | 9%
O=C(NCC(=O)N1CCCC1C(=O)O)OC1CCCCC1 (configuration not stated) | 10% | -13% | i | 3% | -5% | 8% | 6% | 0%
O=C1c2ccccc2C(=O)C1c1ccccc1 | -23% | 0% | i | 0% | -29% | -13% | -8% | 10%
C/C=C(\C)C(=O)NCCN1C2=NC[C@H](Cc3ccc(O)cc3)N2C[C@H]1Cc1ccc(O)cc1 | -1% | 0% | i | 0% | -9% | -25% | 24% | 1%
COc1cccc(NC(=O)c2cccc(N3C(=O)C4CCC(C)CC4C3=O)c2)c1 (configuration not stated) | 12% | 1% | -28% | -5% | 9% | 1% | 0% | 7%
COc1ccccc1CCNS(=O)(=O)c1cn(C)nc1C | -20% | -2% | -24% | -9% | 15% | 3% | 7% | 5%
O=C(CN1C(=O)NC2(CCCCCC2)C1=O)NCc1ccccc1Cl | 12% | 7% | i | 4% | -11% | 6% | 2% | 2%
CCCC1(CCC)NC(=O)N(CC(=O)Nc2ccc(Cl)c(S(=O)(=O)N3CCOCC3)c2)C1=O | -21% | 0% | -24% | 8% | 26% | -8% | -9% | 2%
N#CCn1c(Cc2ccccc2)nc2ccccc2c1=O | -9% | 13% | i | 13% | 2% | -4% | 4% | 5%
COc1cc(OC)c(OC)cc1CNCCNC(=O)c1nonc1N | 18% | -5% | i | 1% | 8% | 7% | -2% | 14%
Cc1cccc2c1-c1sc(C(=O)NCCCN3CCC(C)CC3)cc1CO2 | 5% | 5% | -19% | -2% | 21% | -1% | -9% | 0%
Cc1cnc(SCc2ccc(Cl)cc2Cl)[nH]c1=O | 5% | 5% | -21% | 25% | 0% | -5% | 2% | -9%
COc1cccc(C2N(c3cccc(Cl)c3)C(=O)C3CCCN32)c1OC (configuration not stated) | 9% | -3% | 16% | -24% | -17% | -14% | 12% | 6%
COc1ccc(-c2csc(C(C)(O)c3cccc(OC)c3)n2)cc1 (configuration not stated) | -27% | 15% | -28% | ? | 18% | -12% | -24% | 14%
Cn1cc([N+](=O)[O-])c(C(=O)N/N=C\c2c[nH]c3ccccc23)n1 | -17% | -4% | -4% | -4%[0.397 µM] | 0% | -6% | 2% | 1%
Cc1c(C(=O)Nc2ccccc2F)cnn1-c1ccccc1 | -20% | -15% | -20% | 3% | -15% | 10% | 8% | 12%
CCCN(CC(=O)Nc1ccccc1C)C(=O)C1CCN(S(=O)(=O)c2ccccc2C(F)(F)F)CC1 | ? | 2% | i | 19% | 28% | ? | -4% | 4%
CSc1ccc(/C=C2\C(=N)N3N=C(CC(=O)N4CCOCC4)SC3=NC2=O)cc1 | 0% | -4% | ? | -3% | 12% | -2% | -3% | 2%
Cc1nc2c(Br)c(C)nn2c2c1CCC2 | -1% | 0% | i | 11µM* | -22% | 6% | -5% | -5%
CC1(C(=O)Nc2cccc3c2CCCC3)CCN1C(=O)Cc1ccccc1Cl (configuration not stated) | -7% | ? | -6% | ? | 31% | 5% | -21% | 14%
CSCCC(C(=O)Nc1c(C)cccc1C)N1CCN(c2ccc(F)cc2)CC1 (configuration not stated) | 3% | 1% | -7% | 21% | 13% | 11% | -5% | 4%
COc1cccc(CNC(=O)c2ccc(C)c(S(=O)(=O)N3CCOCC3)c2)c1 | 7% | 4% | -9% | 20% | 0% | 6% | 0% | -1%
Cc1ccc(NC(=O)CCC(=O)N/N=C/c2ccc(O)cc2O)cc1 | -20% | -8% | i | -16% | 38% | -4% | -8% | -1%
CCSc1nc2cc(S(=O)(=O)N3CCOCC3)ccc2o1 | 4% | -8% | -87%[inhibitor] | -46%[inhibitor] | -18% | -2% | -3% | 0%
CCc1cc(CNC(=O)CCc2nnc(CCCc3ccccc3)o2)on1 | 4% | 5% | 0% | 18% | 0% | 4% | 1% | 6%
O=C(Cn1ncc2c1-c1ccccc1OC2)N(Cc1ccco1)C1CCCCC1 | ? | 2% | -15% | ? | 20% | -3% | -9% | 6%
CN(C)CCOC(C1CCCCC1)C1CCCCC1 | 17% | -2% | i | -16% | 24% | 8% | -3% | 0%
Cc1cccc(-c2nsc(SCC(=O)Nc3ccc4c(c3)OCO4)n2)c1 | 9% | -6% | -53%[inhibitor] | -3% | 7% | 4% | 7% | -3%
C[C@@H]1CN([C@H](C)CO)C(=O)c2cc(C#CC3CC3)cnc2O[C@H]1CN(C)S(C)(=O)=O | 10% | -6% | -20% | 17% | -9% | -7% | -5% | 17%
O=C(Nc1nnc(COc2ccc(Cl)cc2)s1)c1cccs1 | 6% | -23% | -10%[57.5 µM] | -7% | 11% | -1% | 3% | -1%
Cc1csc(=O)n1CCC(=O)OCC(=O)NCc1ccccc1 | -10% | -2% | 9% | 2% | -24% | 14% | 6% | 7%
CC1(C(=O)NS(=O)(=O)c2cccc(OC(F)F)c2)CCN1C(=O)C1CC1 (configuration not stated) | -7% | 0% | -14% | -9% | -16% | -1% | 21% | 3%
CCc1ccc(-c2cc(C(F)(F)F)n3nc(C(=O)Nc4cnn(Cc5ccccc5C)c4)cc3n2)s1 | 4% | -8% | -6% | -15% | 10% | 7% | 9% | 8%
CC1(C)CC(=O)c2cc(C(=O)NNc3ccccc3)c(=O)n(-c3ccccc3)c2C1 | -13% | 17% | i | 6% | 17% | -16% | -8% | 6%
CCCCCCCCN1C(=O)[C@H](CC(=O)N2CCC(c3ccccc3)CC2)C[C@@]2(C(=O)OC)CC(C)(C)CC=C12 | -2% | 0% | i | 19% | ? | -4% | -13% | 3%

For reference, some entries already given.
SMILES | EPAC1 antagonist | aSyn yeast inh | PTHR1 agonist | TDP-43 yeast inh | FUS yeast rescue | EPAC1 agonist | EPAC2 antagonist | EPAC2 agonist
CCc1ccc(-c2cc(C(F)(F)F)n3nc(C(=O)Nc4cnn(Cc5ccccc5C)c4)cc3n2)s1 | 4% | -8% | -6% | -15% | 10% | 7% | 9% | 8%
CC1(C)CC(=O)c2cc(C(=O)NNc3ccccc3)c(=O)n(-c3ccccc3)c2C1 | -13% | 17% | i | 6% | 17% | -16% | -8% | 6%
CCCCCCCCN1C(=O)[C@H](CC(=O)N2CCC(c3ccccc3)CC2)C[C@@]2(C(=O)OC)CC(C)(C)CC=C12 | -2% | 0% | i | 19% | ? | -4% | -13% | 3%

A portion of the library; count on the stated rates, not on these rows.
